CYP2C19 activ: cytochrome P450 2C19 (human) activation; activation factor at 5 µM; P33261; recombinant CYP2C19, luciferin-H EGE luminescence; active compounds read high; 0 = fully inhibited enzyme, 1 = untreated enzyme; 96,000 tested, under 10 active; AID 1025;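 active means activation factor of at least 2 at 5 µM in the primary screen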;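 further: 0 = wells with 2.5 mM tranylcypromine and 1 = vehicle-only wells; values of inactives mirror those of a sister screen read the other way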
Ecoli WT expand: E. coli BW25113 growth inhibition, expanded screen; OD600 absorbance; growth inhibition, % at 100 µM; hit rate 0.15% among 98,000;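 active means growth inhibition above about 50% at one test dose, limit read from the data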;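 further: growth measured after 20 h incubation at 37 °C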
EphB4 antag: blocks human EphB4 binding to ephrin-B2. P54760. EphB4 LBD / TNYL-RAW-Alexa532 peptide, fluorescence polarization. inhibition, % at 7 µM. hit rate 0.15% among 97,000. AID 720;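 active means inhibition above the screen-wide mean inhibition plus 3 SD, cut at about 15% in these data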;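 further: 0% = DMSO wells and 100% = excess unlabeled TNYL-RAW peptide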
Pyk2 oligo antag: blocks oligomerization of human Pyk2 in cells; Q293 cells, Pyk2 FERM NanoBiT luminescence; active compounds read low; Q14289; z-score (the deposit names both 25 µM and 10 µM); AID 1347419; hit rate 0.83% among 99,000;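 active means Z-score of -3 or lower, scaled per plate to the spread of control and sample wells; inactive means z-score above -3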;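 further: negative z-score means lost luminescence so less FERM oligomerization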
CYP2C9 inhib: human CYP2C9 inhibition; P11712; CYP2C9 Supersomes, luciferin-H conversion, luminescence; inhibition, % at 5 µM; hit rate 20% among 96,000; AID 777;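 active means blocking of liver enzyme CYP2C9 beyond about 50% at 5 µM, limit read from the data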; further: values of inactives mirror those of a sister screen read the other way
PostGolgi yeast: growth inhibition of a yeast mutant, post-Golgi transport screen; post-Golgi transport phenotypic cell assay; inhibition, % at 10 µM; hit rate 0.9% among 98,000; AID 739; in the data active means inhibition above about 30%;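 further: yeast cells grown in 1536-well plates; yeast grown about 18 h at 30C before absorbance read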
PLAP activator: activates human placental alkaline phosphatase; purified PLAP enzyme, luminescent substrate read-out; active compounds read high; activation fold at 20 µM; hit rate 1.2% among 96,000; in the data active means activation fold above about 2
Target sequence (P05187 whole entry, looked up): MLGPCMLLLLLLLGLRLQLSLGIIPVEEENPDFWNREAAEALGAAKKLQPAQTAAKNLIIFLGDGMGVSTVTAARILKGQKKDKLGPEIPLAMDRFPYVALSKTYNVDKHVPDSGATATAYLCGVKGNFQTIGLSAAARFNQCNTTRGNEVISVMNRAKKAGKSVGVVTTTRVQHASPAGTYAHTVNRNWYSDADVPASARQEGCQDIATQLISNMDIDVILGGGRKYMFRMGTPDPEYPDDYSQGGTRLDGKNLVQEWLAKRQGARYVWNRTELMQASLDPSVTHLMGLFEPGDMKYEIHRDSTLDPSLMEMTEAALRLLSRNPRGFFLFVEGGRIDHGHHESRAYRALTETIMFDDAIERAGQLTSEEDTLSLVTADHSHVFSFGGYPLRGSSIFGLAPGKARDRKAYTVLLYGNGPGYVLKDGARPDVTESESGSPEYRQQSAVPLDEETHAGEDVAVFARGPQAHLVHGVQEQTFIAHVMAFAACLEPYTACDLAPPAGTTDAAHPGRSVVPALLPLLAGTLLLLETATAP
CYP2C9 activ: activators of human CYP2C9; recombinant CYP2C9, luciferin-H conversion, luminescence; active compounds read high; factor 1 = untreated enzyme, 0 = blocked; activation factor at 5 µM; AID 1024; hit rate 1.4% among 96,000;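 active means activation factor of 2 or more for CYP2C9 at a 5 µM dose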;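 further: 0 = sulfaphenazole-blocked wells and 1 = vehicle-only wells; values of inactives mirror those of a sister screen read the other way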
CYP2C19 inh: blocks human cytochrome P450 2C19; inhibition, % at 5 µM; CYP2C19 Supersomes, luciferin-H EGE luminescence, 30 min; hit rate 21% among 96,000; P33261; AID 778;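 active means CYP2C19 inhibition above a set limit at 5 µM in the primary screen, cut at about 50% in these data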;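 further: plate controls were negative control wells for no effect and 2.5 mM tranylcypromine positive control for full effect; values of inactives mirror those of a sister screen read the other way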
Active calls of the source: *; . = no result given.

Screens in order – CYP2C19 activ	Ecoli WT expand	EphB4 antag	Pyk2 oligo antag	CYP2C9 inhib	PostGolgi yeast	PLAP activator	CYP2C9 activ	CYP2C19 inh
1) O=S(=O)(NCCc1ccccc1)c1ccc(S(=O)(=O)N2CCCCC2)cc1
  0.6	7	3	-0.13	35	0	0.8	0.7	41
2) CCCn1c(SCC(=O)c2ccc3c(c2)OCCO3)nnc1-c1ccco1
  0.7	-9	-3	-0.95	21	-7	1.3	0.8	31
3) CCOC(=O)c1cn(CC(=O)Nc2cccc(Cl)c2C)nn1
  0.9	-5	5	0.18	32	-25	0.9	0.7	13
4) CCCC(=O)Nc1ccc(N2CCOCC2)cc1
  1.1	-2	5	-0.37	-14	9	1.2	1.1	-7
5) COc1ccc(C(=O)Nc2sc3c(c2C(=O)NCc2ccco2)CCCC3)cc1OC
  0.5	-15	5	-1.2	86*	-2	1.7	0.1	51*
6) O=C(c1ccccc1NS(=O)(=O)c1ccc(Br)s1)N1CCOCC1
  0.6	4	-5	-0.28	-12	4	1.3	1.1	45
7) Cc1ccccc1NC(=O)c1ccc2c(c1)OCCO2
  1.1	4	-4	0.1	-11	-6	0.8	1.1	-7
8) NC(=O)CSc1nnc(C2CC2)n1-c1ccccc1
  1.1	1	-6	0.45	1	17	1	1	-9
9) Cc1cccc(NC(=S)N2CCN(Cc3ccc4c(c3)OCO4)CC2)c1C
  0.9	-1	1	0.5	0	6	1.3	1	14
10) CC(C)C(=O)Nc1ccc(C(=O)NCc2cccnc2)cc1
  .	0	5	-0.69	.	4	.	.	.
11) CCOC(=O)Cc1csc(/C(=N/O)C(N)=O)n1
  0.5	0	-4	0.06	39	3	1	0.6	46
12) COc1ccc(S(=O)(=O)N2CCN(CC(=O)Nc3cc(OC)cc(OC)c3)CC2)cc1
  0.8	-4	4	-0.76	-21	-2	1.1	1.2	15
13) COc1cccc(NC(=O)Cn2nnc(C(=O)Nc3ccccc3)c2N)c1
  1	-6	-2	-0.11	22	6	1.1	0.8	5
14) Cn1c2ccc(Cl)cc2c2nc3ccccc3nc21
  1	-8	-5	.	2	38*	0.9	1	-4
15) CC(C)(C)NC(=O)CSc1nccn1Cc1ccccc1
  0.6	-1	3	-0.01	12	-8	1	0.9	44
16) C=CCn1c(Cc2nc3ccc(Cl)cc3[nH]2)n[nH]c1=S
  0	8	8	0.62	32	3	2.4*	0.7	98*
17) O=C(CSc1nc2ccccc2c(=O)n1CCC(=O)N1CCCCC1)NCc1ccccc1
  .	6	-3	-0.4	.	3	.	.	.
18) CN1c2ccccc2C(O)=C(C(=S)Nc2ccccc2)S1(=O)=O
  1	-8	-1	-1.1	82*	-25	1.1	0.2	1
19) CC1CCCCN1c1nc(-c2ccncc2)nc2ccccc12 (stereo not drawn)
  0.1	5	-3	-1.2	78*	17	1	0.2	91*
20) CCOc1ccc2[nH]c(C)c(CN3CCN(CC)CC3)c(=O)c2c1
  1.2	-10	-1	0.4	-19	-7	1.3	1.2	-16
21) C=CCCC(=O)Nc1nc(C)c(-c2csc(Nc3ccccc3OC)n2)s1
  0.8	-10	2	.	57*	0	0.9	0.4	17
22) Cn1cccc1Cc1nnc(SCC(N)=O)n1-c1ccc(F)cc1
  1.1	3	1	.	-2	21	1	1	-14
23) Cc1c(Br)c([N+](=O)[O-])nn1CC(=O)NCc1ccccn1
  1	8	12	0.59	-3	-1	1	1	-2
24) CCN1C(=O)CC(C(=O)O)SC1=Nc1ccc(OC)cc1 (stereo not drawn)
  1	-3	1	-0.17	-8	0	1	1.1	-5
25) O=C(Nc1cccc2ccccc12)N1CC=C(c2ccccc2)CC1
  1.2	2	-1	0.04	-14	-2	1.1	1.1	-15
26) CC(C)OC(=O)Cn1c(=O)sc2ccccc21
  0.6	4	.	-0.66	-1	8	1	1	37
27) O=C(CSc1nnc(Nc2ccccc2F)s1)NCc1ccco1
  0.7	-2	-6	0.52	33	0	0.9	0.7	30
28) Cc1cc(C)c2nc(-c3ccccn3)cc(C(=O)Nc3cc(C)on3)c2c1
  0.9	-3	-5	1.9	46	-3	1.1	0.5	15
29) COCCOC(=O)C1=C(C)Nc2ncnn2C1c1ccc(F)cc1 (stereo not drawn)
  0.8	-7	0	0.08	40	-2	1	0.6	22
30) COc1ccc(Cn2nc(C)n(N(C)c3ncc(C(F)(F)F)cc3Cl)c2=O)cc1
  0.5	7	4	-0.28	16	-3	1.9	0.8	53*
31) COc1ccccc1-c1cn(S(=O)(=O)c2ccc(C)cc2)nc1N
  0.8	-6	7	0.54	56*	2	0.8	0.4	16
32) O=C1CC(N(O)c2ccccc2)C(=O)N1Cc1ccccc1 (stereo not drawn)
  0.2	0	.	0.2	1	1	0.8	1	78*
33) O=c1cc(-c2ccco2)nc(-c2cccs2)o1
  1	7	1	0.7	-19	9	1	1.2	4
34) CCn1nc(C(=O)N2CCc3ccccc3C2)c2ccccc2c1=O
  0.3	-8	-8	-0.62	69*	-8	1.4	0.3	66*
35) CC(C)COc1ccc(-c2nnc(-c3ccncc3)o2)cc1
  0.2	-3	-4	1.7	42	3	1.2	0.6	78*
36) COn1c(SCc2cccnc2)nc2ccccc2c1=O
  0.6	4	-3	-0.87	28	8	0.8	0.7	39
37) COc1cccc(S(=O)(=O)NCc2ccc(C(=O)Nc3ccc(Cl)c(Cl)c3)cc2)c1
  0.9	-10	2	-0.17	7	-4	0.9	0.9	10
38) O=C(CSc1nnc(-c2ccco2)o1)N1CCOCC1
  1	3	0	-0.21	-9	-1	0.9	1.1	-2
39) NC(=O)N1OCC2COc3ccc4ccccc4c3C21 (stereo not drawn)
  1	7	-3	0.45	-108	4	1	2.1*	5
40) O=S(=O)(NC1CC2CCC1C2)c1ccc2c(c1)OCCO2 (stereo not drawn)
  0	2	.	-1.6	78*	1	0.9	0.2	97*
41) CC(=O)C1=C(O)C(=O)N(c2ccc(S(N)(=O)=O)cc2)C1c1ccccc1F (stereo not drawn)
  1.1	-1	1	1	63*	-1	1.1	0.4	-8
42) O=C(Cn1nnc(-c2cccc(C(F)(F)F)c2)n1)N1CCOCC1
  1	-5	.	0.2	-230	14	1	3.3*	-1
43) Cc1occc1C(=O)N/N=C/c1cccs1
  0.6	12	10	1.1	15	2	1	0.9	42
44) CC(C)=CCC/C(C)=C/CC(C)(C)CNCCN1CCNCC1
  0.9	24	-2	.	8	2	1.3	0.9	14
45) Cc1ccc(-c2c(C#N)c(N)nc3c2CCCC3)s1
  0.8	-14	1	0.54	-25	9	0.9	1.3	21
46) COc1ccc(/C(O)=C2/C(=O)C(=O)N(Cc3cccnc3)C2c2ccncc2)cc1F (stereo not drawn)
  1	2	6	0.01	43	4	0.9	0.6	0
47) COc1ccccc1NC(=O)CSC(N)=O
  0.7	0	1	-0.43	21	-7	1.2	0.8	30
48) Cc1ccc(C(=O)N/N=C\c2ccc[nH]2)cn1
  1.2	-3	-2	-0.64	4	9	1	1	-17
49) Cc1c(NC(=O)c2ccc(=O)oc2)c(=O)n(-c2ccccc2)n1C
  0.8	-14	-1	0.03	12	3	1.1	0.9	20
50) O=C(O)c1cccc(CSc2ncccn2)c1
  1	-4	3	0.76	-4	-3	1	1	-4
51) COc1ccccc1Nc1nc(N)nc(-c2oc3ccccc3c2C)n1
  1.1	-17	-1	0.26	-2	-1	0.8	1	-10
52) CCOc1cc(CNc2ncnc3nc[nH]c23)ccc1OC
  0.7	1	.	.	16	-4	2.2*	0.8	30
53) C/C(=C1/SC(N2CCOCC2)=NC1=O)c1ccc(Br)cc1
  1	-2	2	0.92	20	-6	1	0.8	4
54) O=C(NC1CCCC1)C(c1ccsc1)N(Cc1ccco1)C(=O)Cc1cccs1 (stereo not drawn)
  0.7	-2	1	-0.25	9	-7	1	0.9	28
55) c1ccc(COc2cccc(CNn3cnnc3)c2)cc1
  0.5	2	2	-0.13	9	17	0.9	0.9	50*
56) CCOc1ccc2nc(NC(=O)Cn3cnc4c3c(=O)n(C)c(=O)n4C)sc2c1
  0.3	-9	.	-0.29	15	4	1	0.9	69*
57) O=C(Cn1ncc2c(=O)oc3ccccc3c21)NCCc1ccsc1
  0.7	3	3	.	24	1	0.9	0.8	31
58) Cc1ccc(Nc2ncc3c(n2)CC(c2ccco2)CC3=O)c(C)c1 (stereo not drawn)
  0.7	-5	-3	0.35	67*	8	0.9	0.3	34
59) COc1ccc(NC(=O)CSc2[nH]c(=O)cc(C)c2C#N)cc1OC
  0.7	-10	-5	0.51	33	-3	0.9	0.7	34
60) CS(=O)(=O)N(CC(=O)N/N=C/c1cccc2c1OCCO2)c1ccccc1Br
  0.7	0	7	-1.1	48	4	1.3	0.5	29

New compounds follow.
Screens in order – CYP2C19 activ	Ecoli WT expand	EphB4 antag	Pyk2 oligo antag	CYP2C9 inhib	PostGolgi yeast	PLAP activator	CYP2C9 activ	CYP2C19 inh
61) O=[N+]([O-])c1ccc(-n2nncc2-c2ccc(Cl)cc2)cc1
  0.1	-1	1	-0.29	54*	-5	0.8	0.5	90*
62) CCOC(=O)c1ccc(NC(=O)CSc2nnc(C)n2-c2ccccc2)cc1
  0.9	-2	.	-0.36	16	18	1.4	0.8	8
63) Cc1ccccc1-n1c(=O)c2c(n3cnnc13)-c1ccccc1CC21CCCCC1
  1.1	13	8	-0.42	-4	-2	1.4	1	-9
64) CCOC(=O)N1CCN(S(=O)(=O)c2cc(C)c(C)cc2C)CC1
  .	3	-5	-0.82	.	4	.	.	.
65) CCOC(=O)N1CCC(N(C(=O)Nc2cccc(OC)c2)C(C)CC)CC1 (stereo not drawn)
  0.4	-3	5	0.39	14	2	1.4	0.9	56*
66) COc1ccc(NC(=O)c2ccccc2F)cc1Cl
  0.8	-8	-3	-0.41	-30	-3	0.9	1.3	16

Ordered by value in Pyk2 oligo antag (lowest first): three from the list above
No. | canonical_smiles | CYP2C19 activ | EphB4 antag | Pyk2 oligo antag | CYP2C9 inhib | PLAP activator | CYP2C9 activ | CYP2C19 inh
19 | CC1CCCCN1c1nc(-c2ccncc2)nc2ccccc12 (stereo not drawn) | 0.1 | -3 | -1.2 | 78* | 1 | 0.2 | 91*
47 | COc1ccccc1NC(=O)CSC(N)=O | 0.7 | 1 | -0.43 | 21 | 1.2 | 0.8 | 30
42 | O=C(Cn1nnc(-c2cccc(C(F)(F)F)c2)n1)N1CCOCC1 | 1 | . | 0.2 | -230 | 1 | 3.3* | -1

Compound activity from PubChem.
